PglD inh – inhibitors of Campylobacter jejuni PglD acetyltransferase; purified PglD enzyme, DTNB colorimetric CoA detection; AID 602405; 0.098% of 360,000 active; inhibition, % at 12.5 µM; in the data active = inhibition above about 16%, passing the limit was not always enough; note: strong numbers were not always called active
PGC1a acetyl inh – lowers PGC1a acetylation signal in U2OS cells. AlphaScreen anti-acetyl-lysine; with virally co-expressed GCN5 acetyltransferase. inhibition, % at 15.6 µM. 0.17% of 350,000 active. AID 651687;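 active = every replicate shows inhibition of at least 40%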;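 note: 0% = neutral control wells and 100% = positive control wells; some results beyond the cut were filed as inactive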
FN deposit inh – fibronectin deposition inhibition; AH1F fibroblasts, Alexa488-fibronectin deposition fluorescence, overnight; inhibition, % at 12.6 µM; 0.086% of 350,000 active; AID 743247;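 active = mean inhibition across replicates of 30% or more, regardless of how many single replicates reach that level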;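 note: positive control wells lacked labelled fibronectin entirely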
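test system = AH1F fibroblasts assembling fluorescent fibronectin matrix | quantity = 10000 AH1F cells per well | buffer or medium = DMEM plus 2% serum, read in PBS | doses = single dose, pinned | incubation = 1 h cell attachment, overnight exposure to compound and label | detection = fluorescence at 485 nm excitation, 525 nm emission | read-out basis = inhibition from reduced deposited-fibronectin fluorescence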
miR-122 sensor – blocks miR-122 activity in Huh7 sensor cells. Huh7 miR-122 Renilla luciferase sensor, 48 h; neutral wells = 0, positive control = 100. AID 602342. 0.3% of 340,000 active. activation (reporter increase), % at 12.5 µM;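 active = mean replicate activation score at least 90 and every replicate individually at or above 90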;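 note: higher luciferase means less miR-122 activity so hits act as miR-122 inhibitors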
Statin myotox sup – suppressors of simvastatin-induced myotoxicity in C2C12 myotubes | ATP luminescence, 48 h; scaled: DMSO 0, geranylgeraniol control 100 | rescue of ATP level, % at 7.49 µM | 0.78% of 330,000 active;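 active = mean ATP rescue above about 67%, or every replicate alone reaching that limit, limit read from the data, passing the limit was not always enough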;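 note: myotubes were challenged with 10 µM simvastatin during compound exposure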
INS-1E GSIS act – GLuc luminescence reporter in INS-1E cells, primary screen for activators of glucose-dependent secretion of insulin; INS-1E GLuc reporter insulin secretion, 2-3 h; activation, % at 16.6 µM; 0.61% of 370,000 active; AID 743287;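 active = lowest replicate activation of at least 40%, so every replicate reaches that level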;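 note: 0% = median of neutral control wells and 100% = median of IBMX positive control wells; some compounds called inactive have numbers as strong as hits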
F508del corr – correctors of CFTR F508del function in bronchial epithelial cells. AID 720511. 0.36% of 350,000 active. CFBE cells, YFP halide quenching; stimulated with forskolin plus potentiator P3; % fluorescence drop versus neutral controls. activity (quench increase), % at 7.58 µM;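 active = mean added fluorescence quench of at least 8% versus neutral control, with both replicates also reaching 8%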;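 note: cells transiently co-express mutant CFTR-F508del with the halide-sensitive YFP; corrector assay measuring rescue of mutant channel to the surface after 24 h compound exposure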
Cneo AK release – causes C. neoformans cell lysis; lysis activity, % at 15 µM; 0.2% of 360,000 active; AID 651654; adenylate kinase release luminescence, 4 h; normalised: neutral wells 0, clomiphene wells 100;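 active = mean lysis activity across replicates of at least 80%, whatever share of replicates individually reach that level; inactive = mean lysis activity below 80%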
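read-out = cell lysis signal | test system = log-phase Cryptococcus neoformans yeast cells | input = cells at 5 × 10^6 per mL | medium = fresh YPD growth medium | signal = luminescent adenylate kinase detection reagent | timing = 4 h at 37 °C static, read 1 h later | dosing = single dose | controls = Clomiphene as positive lysis control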
Starred values were filed as active, the others as inactive; · = not tested or not shown; & = joins results of further samples; [ ] = remark or other dose.

Fields – PglD inh	PGC1a acetyl inh	FN deposit inh	miR-122 sensor	Statin myotox sup	INS-1E GSIS act	F508del corr	Cneo AK release
CCc1cc(=O)oc2c3c(cc(OCC(=O)NCCC(=O)O)c12)OC(C)(C)CC3
→ 0	1	3	-19	7	4	-1.2	2
CCN1CCC(=NNC(=O)c2ccco2)CC1
→ 1	-13	2	3	-2	·	·	6
O=C(CSc1nnnn1-c1ccc(C(=O)O)cc1)NC1CC1
→ 0	7	0	-2	4	10	3.2	0
O=C(COC(=O)Cc1ccc(Cl)c(Cl)c1)Nc1ccc2[nH]c(=O)[nH]c2c1
→ -4	·	2	-6	-5	15	-4.9	0
COc1ccc(OC)c(CNC(=O)C2CCN(S(=O)(=O)N3CCCC3)CC2)c1
→ -2	-5	·	·	12	-6	1.0	1
CCC(=O)N1CCc2cc(S(=O)(=O)CCC(=O)Nc3ccc(C)c(F)c3)ccc21
→ 0	-8	1	-5	·	·	·	1
COc1ccc(Cc2nc(-c3cccnc3)no2)cc1OC
→ ·	-1	-9	·	·	43	-0.3	·
CC(=O)NC(c1ccc(F)c(F)c1)c1nc(-c2ccc3c(c2)OCO3)cs1 (stereo not drawn)
→ 1	1	6	-4	37	-7	0.4	1
C[C@@H]1CN([C@H](C)CO)C(=O)c2cc(NS(C)(=O)=O)ccc2O[C@@H](C)CCCCO[C@@H]1CN(C)Cc1ccc(C(=O)O)cc1
→ 0	-1	·	-5[16.7 µM]	·	17	-2.9	1
CN(/N=C/c1ccc2c(c1)OCO2)c1ccccc1
→ 0	3	-6	0	5	-3	·	-5
O=C(NCCCc1ccccc1)C(=O)c1c[nH]c2ccccc12
→ -3	12	2	5	11	3	1.9	0
CC(C)CCc1noc(CN2CCC(C(=O)N3CCOCC3)CC2)n1
→ 3	-5	5	5	·	5	-1.6	2
CCOC(=O)C(C(=O)Nc1ccccn1)C1CCCCC1 (stereo not drawn)
→ 1	2	·	7	7	·	·	-3
CNC[C@@H]1Oc2cc(C#CC3CCCC3)ccc2S(=O)(=O)N([C@@H](C)CO)C[C@H]1C
→ 0	-4	-14	-25[16.7 µM]	13	0	-0.1	-2
C/C=C(\C)C(=O)OC(C)(C)[C@@H]1Cc2cc3ccc(=O)oc3cc2O1
→ 6	7	-17	4	-6	-15	0.2	2
CN(c1nc(-c2ccccc2)cs1)C1CCS(=O)(=O)C1 (stereo not drawn)
→ 0	6	·	-4	0	8	-1.2	-2
O=C(Nc1ccccc1F)N1CCCC1c1cccnc1 (stereo not drawn)
→ ·	2	-1	·	-11	13	·	·
CC12CCC(=O)N1C(C(=O)Nc1nc3ccc(F)cc3s1)CS2 (stereo not drawn)
→ -8	0	-3	-4	16	15	-0.8	-3
O=C1Nc2ccccc2C(=O)N2C[C@@H](O)C[C@H]12
→ 1	·	-8	·	3	-3	-0.2	-1
O=C(Nc1ccc2cccnc2c1)c1ccc(Br)cc1
→ -4	-7	10	8	-3	·	1.6	2
COc1ccc(NC(=S)N2CCNC(=O)C2CC(=O)Nc2cccc(Cl)c2C)cc1 (stereo not drawn)
→ 2	0	2	-3	16	-12	1.0	-1
COc1ccc(NC(=O)Nc2ccc3c(c2)C(=O)N([C@@H](C)CO)C[C@@H](C)[C@@H](CN(C)S(=O)(=O)c2ccc(OC)cc2)OCCCC[C@H](C)O3)cc1
→ -2	0	8	-2[16.7 µM]	·	13	0.7	-1
CC(=O)c1cccc(NC(=S)NC(=O)c2ccc(C)cc2Cl)c1
→ ·	3	16	-12	-8	9	-1.9	·
O=C(NCCC(=O)N(CCc1ccccc1)Cc1ccccc1)c1ccc(Br)cc1
→ 2	·	-4	·	14	-29	-0.2	-1
O=C(C[C@H]1C[C@H]2c3cc(NC(=O)c4ccc5c(c4)OCO5)ccc3O[C@H]2[C@H](CO)O1)NCC(F)(F)F
→ 0	-4	·	5[16.7 µM]	-8	10	0.9	2
N=C1C(c2nc3ccccc3s2)=C(O)CN1NC(=O)c1ccc([N+](=O)[O-])cc1
→ ·	100*	1	4	-3	6	-4.0	·
C[C@H](CO)N1C[C@H](C)[C@@H](CN(C)S(=O)(=O)c2cccs2)Oc2ccc(NC(=O)Nc3cccc4ccccc34)cc2CC1=O
→ 3	-1	·	-11[16.7 µM]	-54	-19	-2.3	-2
Cc1noc(C)c1NC(=O)N(C)C[C@H]1Oc2ccc(NC(=O)Nc3ccccc3)cc2C(=O)N([C@H](C)CO)C[C@@H]1C
→ -2	12	1	-2	1	-17&2	1.1	-2
O=C(Nc1ncn[nH]1)c1cccc(F)c1
→ -1	-2	7	-1	-5	·	-3.0	5
O=C(Nc1cccc(F)c1)C1CCCN(C(=O)c2ccc(Cl)cc2)C1 (stereo not drawn)
→ -4	-2	-13	-4	0	9	0.1	-1
CCOC(=O)C1=CC[C@]2(C)c3c(c4ccccc4n3C)C(=O)C1N2C
→ 0	5	19	-3	3	·	-1.2	-2
CO[C@H]1CN(C)C(=O)c2cc(NC(=O)NC(C)C)ccc2OC[C@H](C)N(C(=O)NC(C)C)C[C@@H]1C
→ 0	·	0	1[16.7 µM]	1	-2	·	-9
Cc1cc(C)c2c(CC(=O)NNC(=O)c3ccccc3)coc2c1
→ -4	12	-3	9	-4	6	2.6	3
COCCCNC(=O)c1ccc([N+](=O)[O-])cc1
→ -3	23	-26	-3	-4	2	0.4	-5
CC(=O)Nc1ccc(NC(=O)COC(=O)Cc2cccs2)cc1
→ 5	4	9	-3	5	·	·	1
O=C1C=C(Nc2cccc(O)c2)CC(c2ccco2)C1 (stereo not drawn)
→ -1	·	3	-3	-2	1	·	-2
CC(C)N1CCC(=O)NC1=O
→ 0	6	·	-2	5	15	-0.1	-1
O=C1N(Cc2ccc(F)cc2Cl)c2ccccc2C12OCCCO2
→ -9	-12	-1	3	9	-12	·	4
Cc1ccc2c(c1)NC(=O)[C@@]1(C)[C@@H](c3ccccc3)[C@H]3COc4ccc(Cl)cc4[C@@H]3N1C2=O
→ 1	-1	3	-3	-21	-6	-2.2	1
CCc1nnc(NS(=O)(=O)c2ccc(NC(=S)Nc3ccc(F)cc3)cc2)s1
→ ·	·	6	-9	3	-4	·	·
O=C(NCc1ccccn1)c1ccc(NS(=O)(=O)c2ccccc2)cc1
→ 6	·	12	-2	6	3	-2.8	-1
CCCc1nnc(NC(=O)CCC(=O)Nc2ccc(Cl)cc2)s1
→ 4	-3	6	-2	-2	2	-2.3	9
O=C(NCCCCc1ccccc1)c1cccc(NC(=O)c2ccccc2)c1
→ -1	-11	10	27	-2	-5	-0.6	2
COc1ccc(OC)c(NC(=O)C2CC(C)=C(C)CC2C(=O)O)c1 (stereo not drawn)
→ -2	8	6	2	4	·	·	-9
CCOC(=O)C1CCCN(S(=O)(=O)c2ccc3c(c2)N(C)C(=O)CC(=O)N3C)C1 (stereo not drawn)
→ 0	16	-9	·	10	8	-1.6	2
CCOc1cc(/C=C2\NC(=S)N(C)C2=O)ccc1OCc1ccc(C(=O)O)cc1
→ 3	·	3	·	14	·	-1.1	0
COc1cccc2nc3cc(C)c(C)cc3nc12
→ 1	2	1	-6	-289	-2	-1.0	-5
CC(C)Cn1c(N)c(C(=O)COC(=O)c2ccc(F)cc2)c(=O)n(C)c1=O
→ ·	-14	2	·	·	4	-0.4	·
C[C@@H]1CCCCO[C@H](CN(C)C(=O)Cc2ccccc2)[C@H](C)CN([C@@H](C)CO)C(=O)c2cc(NC(=O)Nc3ccc(C(F)(F)F)cc3)ccc2O1
→ -3	·	·	-14[16.7 µM]	-77	1	5.6	-1
COC(=O)c1c(C)oc2cc(Br)c(OCC(=O)C(C)(C)C)cc12
→ -2	2	-4	4	-10	·	·	-1
Cc1csc(NC(=O)CSc2nc(=O)n(CCN(C)C)c3c2CCCC3)n1
→ 1	·	-16	·	-6	-3	-1.0	1
COc1cccc(-n2c(Cn3nc(C(F)(F)F)cc3C)n[nH]c2=S)c1
→ 3	14	1	3	5	8	·	0
O=C(O)C1CCCCC1C(=O)NCc1ccc(Cl)c(Cl)c1 (stereo not drawn)
→ ·	6	0	·	·	5	3.8	·
Cc1ccc(S(=O)(=O)N2CCN(C(=O)CSC(=S)N3CCCC3)CC2)c(C)c1
→ 4	·	-13	·	7	-20	5.6	14
Cc1ccc(CSC2=NCCN2S(=O)(=O)c2ccc(C)cc2)cc1
→ -2	-16	-12	-1	13	-17	-0.5	-3
CCn1nnnc1-c1ccc(OC)c(S(=O)(=O)Nc2ccc(S(N)(=O)=O)cc2)c1
→ -2	·	2	·	·	63	-1.4	0
CC1(C2CC2)NC(=O)N(CC(=O)NCC(=O)Nc2ccc(F)c(F)c2F)C1=O (stereo not drawn)
→ 1	·	4	-3	2	-4	0.3	0
Cc1ccc(C)n1NC(=O)c1cccc(Cl)c1
→ -9	-7	·	-4	·	·	·	-2
CN1C(=O)c2cc(NC(=O)C3CCOCC3)ccc2OC[C@@H]2O[C@@H](CC(=O)NCc3ccccc3F)CC[C@H]21
→ 2	6	2	-6[16.7 µM]	3	2	-1.9	-4
CCNC(=O)CN(c1ccccc1OC)S(=O)(=O)c1cccs1
→ 5	15	0	-3	·	13	·	1
COc1cc(NC(=S)NN2CCN(C)CC2)cc(OC)c1
→ ·	8	4	4	-3	·	·	-3
Cc1coc2cc3oc(=O)c(CCC(=O)N[C@@H](CCCNC(N)=O)C(=O)O)c(C)c3cc12
→ -4	-1	1	-1	-9	14	1.5	-1

4 compounds drawn at random from the list so far, as already listed:
Fields – PglD inh	PGC1a acetyl inh	FN deposit inh	miR-122 sensor	Statin myotox sup	INS-1E GSIS act	F508del corr	Cneo AK release
COc1cc(NC(=S)NN2CCN(C)CC2)cc(OC)c1
→ ·	8	4	4	-3	·	·	-3
CC1(C2CC2)NC(=O)N(CC(=O)NCC(=O)Nc2ccc(F)c(F)c2F)C1=O (stereo not drawn)
→ 1	·	4	-3	2	-4	0.3	0
CCn1nnnc1-c1ccc(OC)c(S(=O)(=O)Nc2ccc(S(N)(=O)=O)cc2)c1
→ -2	·	2	·	·	63	-1.4	0
Cc1ccc(C)n1NC(=O)c1cccc(Cl)c1
→ -9	-7	·	-4	·	·	·	-2
